# Vc quorum ag: induces V. cholerae light production without autoinducers; activation, % at 18.7 µM; 0.16% of 350,000 active; V. cholerae BH1578 lux reporter, luminescence, 6 h; in the data active means activation mostly above about 9.7%, no sharp cut-off; inconclusive means no clear call, values can overlap the other calls; inactive means mostly below about 3.7%; further: not every result past the cut was called active; inactives centre near 0; reference of the scale not given here
# SSB-PriA inh: inhibitors of Klebsiella pneumoniae PriA binding to SSB C-terminal tail | AlphaScreen SSBct-PriA binding, biotinylated peptide | inhibition, % at 33 µM | 0.6% of 430,000 active; in the data active means inhibition mostly above about 37%, no sharp cut-off; inactive means mostly below about 20%;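 further: plate controls were negative control peptide for no effect and reference peptide for full effect; strong numbers were not always called active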
# BoNT-A LC inh2: blocks Botulinum neurotoxin A light chain protease; 0.17% of 360,000 active; inhibition, % at 10 µM; multiplex microsphere protease substrate cleavage, flow cytometry; further: plate controls were buffer without enzyme for full effect and enzyme alone for no effect
# CCHF vOTU inh: blocks the CCHF virus ovarian tumor domain protease. CCHFV vOTU protease, Pep-AMC fluorescence. inhibition, % at 11.5 µM. 0.55% of 370,000 active. AID 651958; in the data active means inhibition above about 30%; further: 0% = vehicle wells with enzyme and 100% = no enzyme wells
# Anthrax LF inh2: blocks Bacillus anthracis lethal factor protease | AID 588501 | P15917 | 0.12% of 360,000 active | inhibition, % at 10 µM | multiplex microsphere protease cleavage assay, LF; further: plate controls were buffer without enzyme for full effect and enzyme alone for no effect
# Target sequence (P15917 whole entry, looked up): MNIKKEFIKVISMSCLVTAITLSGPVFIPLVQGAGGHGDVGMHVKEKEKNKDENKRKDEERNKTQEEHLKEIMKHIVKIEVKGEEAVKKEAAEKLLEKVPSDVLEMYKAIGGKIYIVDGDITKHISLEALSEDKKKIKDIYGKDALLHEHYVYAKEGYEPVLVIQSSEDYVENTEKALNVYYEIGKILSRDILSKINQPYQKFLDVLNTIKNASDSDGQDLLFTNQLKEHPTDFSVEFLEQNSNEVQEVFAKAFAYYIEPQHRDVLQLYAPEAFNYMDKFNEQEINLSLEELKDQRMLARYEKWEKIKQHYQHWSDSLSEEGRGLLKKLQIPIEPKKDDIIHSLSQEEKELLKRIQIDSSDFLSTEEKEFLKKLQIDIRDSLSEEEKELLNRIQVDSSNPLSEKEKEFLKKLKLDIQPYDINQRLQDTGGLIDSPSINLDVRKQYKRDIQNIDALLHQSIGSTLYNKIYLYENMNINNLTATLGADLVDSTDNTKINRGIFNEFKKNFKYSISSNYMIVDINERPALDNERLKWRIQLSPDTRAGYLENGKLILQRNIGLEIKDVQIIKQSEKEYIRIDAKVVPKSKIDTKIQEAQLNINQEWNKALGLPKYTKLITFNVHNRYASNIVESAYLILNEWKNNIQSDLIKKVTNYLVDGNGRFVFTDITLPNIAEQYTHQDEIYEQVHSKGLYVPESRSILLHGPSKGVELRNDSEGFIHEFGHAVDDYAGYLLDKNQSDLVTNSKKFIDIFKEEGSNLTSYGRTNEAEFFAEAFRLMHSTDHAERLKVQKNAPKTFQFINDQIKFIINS
# TcdB inh: TcdB glycohydrolase inhibition. inhibition, % at 9.99 µM. 0.24% of 350,000 active. TcdB glycohydrolase enzymatic assay, plate reader. P18177. AID 652162; in the data active means inhibition above about 10%
# PfHsp40 yeast: rescue of PfHsp40-mediated yeast toxicity | 0.68% of 340,000 active | growth rescue, % at 12.5 µM | AID 504582 | S. cerevisiae expressing PfHsp40, growth rescue, ATP luminescence; in the data active means growth rescue above about 28%, passing the limit was not always enough; inconclusive means no clear call, values can overlap the other calls;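 further: yeast W303a lacking pdr1 and pdr3 grown in galactose medium; growth measured after three days at 30 °C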
# 3CLpro inhibitor: SARS-CoV 3CLpro protease inhibition; 0.14% of 290,000 active; inhibition, % at 6 µM; recombinant SARS-CoV 3CLpro, quenched FRET peptide cleavage; P0C6X7; in the data active means inhibition above about 12%
# DUSP3 inh: DUSP3 (human) phosphatase inhibition | recombinant VHR phosphatase, pNPP absorbance | inhibition, % at 13.3 µM | 0.52% of 290,000 active | AID 1654; in the data active means inhibition above about 50%; further: some compounds called inactive have numbers as strong as hits
# Target sequence (P51452 whole entry, looked up): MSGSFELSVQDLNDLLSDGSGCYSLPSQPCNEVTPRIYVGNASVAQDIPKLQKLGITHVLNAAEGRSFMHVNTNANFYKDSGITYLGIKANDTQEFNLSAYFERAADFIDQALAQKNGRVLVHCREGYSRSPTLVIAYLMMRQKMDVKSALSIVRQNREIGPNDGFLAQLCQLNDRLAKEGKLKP
# Y pestis TopoI: blocks Yersinia pestis topoisomerase I activity; Y. pestis Topo-I cleavage product accumulation, plate reader; activity, % at 10 µM; 0.064% of 360,000 active; AID 504884; in the data active means activity above about 50%, passing the limit was not always enough; inconclusive means no clear call, values can overlap the other calls; further: inactives centre near 2
# * hit, by the source's call; i = inactive; ? = inconclusive; nt = not tested or not shown; & = joins results of further samples. Unless noted, no stated cut-off is given here; in the data, active means inhibition above about 30%; inconclusive means no clear call, values can overlap the other calls; inactive means below that.
SMILES,Vc quorum ag,SSB-PriA inh,BoNT-A LC inh2,CCHF vOTU inh,Anthrax LF inh2,TcdB inh,PfHsp40 yeast,3CLpro inhibitor,DUSP3 inh,Y pestis TopoI
COCCNC(=S)N(CCc1c(C)[nH]c2ccc(C)cc12)Cc1ccco1,-0.2,17.1,-1.0,6.1,-5.2,0.5,0.0,3.8,18.4,-0.5
CC1CCCC(NC(=O)c2ccc3c(=O)n(CC4CCCO4)c(=O)[nH]c3c2)C1C (stereo unspecified),-0.5,-3.1,-0.3,-2.8,-4.8,nt,-0.6,3.8,23.5,1.8
COc1ccc(/C=C2\Sc3ccc(C(=O)NCc4cccnc4)cc3N(C)C2=O)cc1OC,-0.4,9.2,-0.5,3.9,-6.1,0.4,2.3,0.1,22.3,39.2
CCN(CC)CCCNC(=O)CCC(=O)NNc1nc2ccccc2c2nc(C)nn12,-0.4,-6.5,0.1,-8.1,-0.8,-0.9,1.3,-4.1,22.7,-3.1
C=CCNC(=S)Nc1ccc(Cl)cc1F,0.0,-5.3,-0.4,-2.8,-4.0,1.8,-1.4,0.9,19.0,-11.8
COC(=O)c1ccccc1S(=O)(=O)N(Cc1ccco1)Cc1cc2cc(OC)ccc2[nH]c1=O,-0.2,2.6,1.0,-9.3,1.9,nt,-1.2,1.1,10.5,3.8
Cc1cc(C(=O)Nc2cccnc2)cs1,-0.4,-7.0,1.5,-13.9,2.4,nt,-0.1,-0.2,-6.0,-6.9
O=C(N/N=C\c1ccc(Cl)s1)c1ccc(Cn2cccn2)o1,-0.1,nt,-0.2,-2.9,0.9,0.1,0.5,-3.9,5.7,3.0
CC(=O)c1ccc(NC(=O)CCNS(=O)(=O)c2cccc3nonc23)cc1,i,5.3,-0.3,9.2,11.6,nt,0.0,-6.0,13.4,-0.7
Cc1ccnn1-c1ccc(C(=O)OCC(=O)Nc2ccc(F)cc2)cc1,-0.6,-23.5,-5.4,-0.4,0.3,0.9,-1.1,nt,nt,-4.9
COc1ccc(CN2CCCC(N3CCN(c4ccc(OC)cc4)CC3)C2)cc1 (stereo unspecified),-0.4,-11.4,nt,-9.3,nt,-0.8,0.6,-4.7,44.4,-6.4
COc1ccc(CNS(=O)(=O)CCNC(=O)c2cccc(OC)c2)cc1,i,-13.1,?,1.9,-3.5,3.1,1.3,nt,nt,4.2
CCn1c(-c2ccc(Cl)cc2)n[nH]c1=S,-0.3,-11.8,0.0,-8.9,-3.5,nt,0.3,1.0,-6.7,-2.1
CC(O)CNc1nc2ccccc2n1CC(=O)NC12CC3CC(CC(C3)C1)C2 (stereo unspecified),-0.5,-6.9,-0.3,5.9,6.6,0.4,-1.1,-1.0,24.3,20.0
Cc1nc2c(c(C)nn2-c2ccccc2)c(C)c1C,-0.3,-17.0,-0.5,-15.2,2.1,1.4,2.5,nt,nt,-4.2
CCN(CC)C(=O)c1sc(N)c(C#N)c1C,i,0.2,0.1,-7.8,-1.2,nt,-0.3,8.4,28.0,-6.7
Cc1ccccc1OCCC(=O)OCC(=O)NNC(=O)c1cccs1,i,1.4,0.3,-0.3,-5.6,-1.9,-0.2,nt,nt,10.8
COC(=O)CCC(=O)Nc1ccc(S(=O)(=O)Nc2nc(C)cc(C)n2)cc1,i,-1.4,0.7,-15.3,6.1,0.8,-0.9,-7.6,0.1,5.0
COC(=O)c1ccc(N(CC(=O)NC2CCCC2)C(=O)c2ccc(C)s2)cc1,-0.2,-2.7,0.3,-7.9,-2.9,0.9,0.1,-0.1,1.8,-11.8
O=C(NCc1ccccc1)C(=O)NCC1OCCN1S(=O)(=O)c1ccc2c(c1)OCCO2 (stereo unspecified),-0.2,-2.7,0.1,5.5,0.2,0.2,1.2,-0.2,3.9,1.3
COc1ccc(S(=O)(=O)N(C)C[C@H]2Oc3ccc(NS(=O)(=O)c4ccc(F)cc4)cc3C(=O)N([C@H](C)CO)C[C@@H]2C)cc1,i,16.7,-0.8,-4.5,-8.7,0.7&1.1,0.7,nt,nt,30.0
CCOc1ccc(S(=O)(=O)N2CCOCC2)cc1[N+](=O)[O-],-0.6,-5.5,-1.6,-6.4,-5.0,-4.5,0.2,0.7,-2.0,10.7
Cc1ccc(C)c(NS(=O)(=O)c2ccc(-c3ccc(=O)[nH]n3)o2)c1,-3.4,-7.9,1.6,6.8,1.3,1.5,1.1,-5.4,-14.6,0.4
Cc1c(NC(=O)C(CC(=O)O)NCc2ccco2)c(=O)n(-c2ccccc2)n1C (stereo unspecified),i,-37.5,-0.3,7.8,3.6,nt,0.5,0.7,22.0,1.5
CS(=O)(=O)N1CCCC(C(=O)Nc2ccccc2F)C1 (stereo unspecified),i,-9.0,0.3,4.8,-13.4,0.9,-1.8,-1.1,23.4,0.3
N#Cc1cc(S(=O)(=O)N2CCOCC2)ccc1N1CCOCC1,i,-16.2,-2.1,-2.6,-1.6,-5.4,0.6,-5.8,6.5,-3.1
C=CCOC(=O)C1=C(C)NC(=O)NC1/C=C/c1ccccc1 (stereo unspecified),i,-24.4,nt,-2.1,nt,nt,-0.9,9.3,35.9,-2.5
COc1cc(C)c(S(=O)(=O)NCCCn2ccnc2)cc1C,-1.7,-6.4,0.3,17.2,9.0,0.1,-0.7,-0.6,37.2,4.4
Cc1cc(OCc2cc(C(=O)NCc3cc(C(C)C)no3)no2)cc(C)c1Cl,-0.4,-9.8,-2.1,22.9,-6.4,-0.3,-1.1,2.4,4.7,-8.5
Cc1cc(C(=O)N/N=C/c2c(C)nn(-c3ccccc3)c2C)n[nH]1,-0.7,i,nt,-1.7,nt,1.4,-1.0,-7.4,-2.7,-12.6
CC(=O)Nc1ccc(S(=O)(=O)N2CCC(C(=O)NCCC(=O)NCc3ccccc3)CC2)cc1,2.9,-12.4,1.6,4.9,-2.4,1.2,-1.0,-6.5,19.0,-1.4
Cn1c(=O)c2c(nc(CCC3CCCC3)n2C)n(C)c1=O,i,-6.2,-0.2,8.1,1.9,0.7,0.3,nt,nt,9.5
CN(C)C(CNC(=O)C1CCCN1C(=O)c1cccs1)c1ccccc1 (stereo unspecified),-0.1,-2.7,-0.5,-15.0,2.6,0.1,nt,nt,nt,-3.1
O=c1cnnc(Nc2cccc(C(F)(F)F)c2)[nH]1,-1.0,-13.3,-0.2,-14.5,3.2,0.4,-0.6,-1.7,-4.6,0.0
O=C(NCc1ccncc1)[C@@H]1CCCN1C(=O)[C@H]1CCCN1,nt,nt,-2.5,-13.6,-4.0,4.4,nt,nt,nt,nt
O=C(CSc1nncn1-c1ccccc1)NC1CCCCC1,-0.3,-7.3,0.1,5.2,1.4,1.0,0.5,-0.1,29.3,-8.9
O=C(NN1C(=O)C2C3C=CC(C3)C2C1=O)C(O)c1ccccc1 (stereo unspecified),0.6,-10.5,0.8,-5.7,-3.5,-0.1,-1.3,-3.3,21.6,-1.0
COc1cc(C)c(NC(=O)Cc2ccsc2)cc1OC,-0.4,-4.1,0.0,9.7,1.5,0.8,-2.4,-5.4,16.3,-4.8
Cn1c(=NC(=O)CCS(=O)(=O)c2ccccc2)sc2cc(F)ccc21,i,-3.0&-13.0,-0.3,-0.9,-0.2,0.8,0.7,nt,nt,-0.1
COc1ccc(OCC(O)Cn2c(N3CCCCC3)nc3c2c(=O)n(C)c(=O)n3C)cc1 (stereo unspecified),4.3,-0.2,nt,-13.3,nt,1.9,1.8,1.6,58.2*,-1.3
NS(=O)(=O)c1ccc(CCNC(=O)CSCC(=O)Nc2ccc(Cl)cc2)cc1,i,3.8,1.8,4.1,-3.2,1.2,1.2,nt,nt,8.7
N#C/C(=C\C=C\c1ccccc1[N+](=O)[O-])C(=O)NCc1ccccc1,-0.3,18.4,-0.7,-3.0,-0.6,1.6,1.0,-1.5,35.7,0.1
COc1cccc(NC(=O)C/C(C)=N/NC(=O)C2CCCCC2)c1,-0.3,nt,2.1,17.4,-0.1,0.7,-1.6,-3.4,30.7,3.6
CC1CCCCN1C(=O)/C(=C\c1ccccc1)c1ccccc1 (stereo unspecified),-0.2,-10.9,5.2,9.3,0.4,nt,-1.5,-0.5,32.9,17.7
Cn1c(SCc2nnc3n2CCCCC3)nc2ccccc21,i,-7.4,-0.4,3.7,-0.4,nt,-0.1,1.2,-8.3,-0.2
O=c1nc(-c2ccccc2)nc(-c2ccccc2)[nH]1,-0.9,2.9,-0.5,7.2,2.5,0.4,-0.5,-0.5,13.6,3.8
CC(C)CC(NC(=O)OC(C)(C)C)C(=O)NC(C(=O)NC(C)C(N)=O)C(C)C (stereo unspecified),i,-8.9,-0.6,14.3,-2.3,nt,-1.6,2.5,-7.7,-6.4
CC(C)Cn1c(N)c(C(=O)COC(=O)Cc2cccs2)c(=O)n(C)c1=O,i,-11.9,0.2,3.4,-0.5,1.6,-1.5,-3.1,10.1,-10.6
COCCCNC(=O)CN1CCN(Cc2ccc(Cl)cc2)C1=O,-0.2,-21.4,-0.5,-4.7,-7.7,1.0,0.1,-2.9,27.3,-5.9
C[C@H](CO)N1C[C@H](C)[C@H](CN(C)Cc2ccc(Oc3ccccc3)cc2)Oc2ccc(NC(=O)Nc3cccc4ccccc34)cc2CC1=O,i,12.1,0.4,17.6,-2.1,0.1,-1.1,nt,nt,-3.8
# (cont.)
SMILES,Vc quorum ag,SSB-PriA inh,BoNT-A LC inh2,CCHF vOTU inh,Anthrax LF inh2,TcdB inh,PfHsp40 yeast,3CLpro inhibitor,DUSP3 inh,Y pestis TopoI
CC(C)(C)C(=O)Nc1cccc2[nH]ncc12,i,8.4,-0.9,-7.6,8.5,2.2,0.8,4.0,2.2,0.6
CCCCC1CCC(c2nc(-c3cccnc3)no2)CC1 (stereo unspecified),-1.6,-19.1,0.3,-0.1,-1.3,nt,-1.5,3.7,-22.5,37.3
COc1ccc(Nc2cc(C)nc3c(C)cccc23)cc1OC,i,-2.7,-1.8,7.5,-18.3,3.3,-1.1,-4.2,42.9,-5.0
CCOc1ccccc1CN1CCN(C2CCC2)CC1CCO (stereo unspecified),i,8.9,-2.0,-11.0,8.2,2.5,0.9,-0.2,6.5,0.4
C=C1CSc2nc(=O)c3c4c(sc3n21)CCC4,-0.4,0.0,3.9,6.5,?,nt,0.2,nt,18.8,10.8
O=C(CCSCc1cccc(F)c1)NCCc1ccccc1,-1.1,-9.7,-1.2,-12.1,2.8,-0.6,1.5,6.8,13.8,22.1
Cc1ccc(Nc2nc(C(=O)NCc3ccco3)cs2)cc1,-2.0,16.2,-5.2,3.3,-2.4,nt,0.6,4.1,10.4,6.1
COCCNC(=O)C1CCCN(C(=O)C2(c3ccc(Cl)cc3)CCCC2)CC1 (stereo unspecified),-1.2,nt,0.3,-0.9,-3.0,1.2,nt,nt,nt,13.4
COc1ccc(C(=O)NCC(=O)NCCc2c[nH]c3ccccc23)cc1OC,0.2,-3.2,-0.2,-3.6,-4.3,0.8,-0.1,-0.4,8.5,-0.3
COc1ccc(Cl)cc1S(=O)(=O)N1CCN(Cc2ccc3c(c2)OCO3)CC1,-0.3,6.1,-0.4,3.8,-1.2,nt,0.6,-2.8,-4.0,21.3
COc1ccc2nc(NC(=O)c3cccnc3SC)sc2c1,-0.3,-21.0,0.3,3.4,-2.9,1.1,10.4,4.8,5.7,-0.9
COc1ccc(/C=N/NC(=O)CCc2nc3ccccc3[nH]2)cc1,i,nt,-0.3,-10.3,-3.2,nt,0.6,1.3,1.0,-6.2
CCN(CC)Cc1c(O)ccc2c(C)c(CC(=O)OC)c(=O)oc12,-0.4,-18.2,-2.5,-294.5,-4.9,nt,1.2,2.1,35.7,-2.6
O=S(=O)(NC1CCCC1)c1ccccc1Cl,i,-9.9,?,2.1,-0.5,nt,-0.5,2.1,20.4,-6.3

# The list is partial. The share of hits here may be higher or lower than overall.
